# Assay outcomes deposited in PubChem BioAssay by several laboratories.
# PME-1 primary: blocks human protein phosphatase methylesterase 1; Q9Y570; recombinant PME-1, FP-Rh probe fluorescence polarization; inhibition, % at 5.9 µM; hit rate 0.53% among 320,000; AID 2130;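 active means inhibition above the campaign mean of all compounds plus 3 SD, cut at about 26% in these data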;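 further: competitive labeling of PME-1 active site by serine hydrolase directed probe; 0% = PME-1 with DMSO and 100% = wells lacking PME-1 enzyme; inhibitors block probe labeling so polarization falls and inhibition rises; many of its hits are not listed in these tables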
# Fam108B inh: Fam108B inhibition, counter-screen for RBBP9 inhibitors; recombinant Fam108B, FP-Rh probe fluorescence polarization; inhibition, % at 9.51 µM; hit rate 0.33% among 300,000;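 active means inhibition above the screen mean inhibition plus 3 SD, computed separately per campaign, cut at about 18% in these data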;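 further: inhibitors lower polarization as less probe binds the enzyme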
# TPT1 inhibitor: blocks Candida albicans tRNA 2'-phosphotransferase; recombinant caTPT1, FP RNA substrate dephosphorylation; inhibition, % at 5 µM; hit rate 0.81% among 300,000; AID 1962;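 active means inhibition above the mean of all tested compounds plus 3 SD, set per screening campaign, cut at about 24% in these data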;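 further: plate controls were DMSO alone for no effect and ferristatin control at 100 nM for full effect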
# BCLXL inh: blocks human Bcl-xL binding to Bim BH3 peptide; inhibition, % at 10.9 µM; Q07817; hit rate 0.7% among 320,000; AID 2129; GST-Bcl-xL / FITC-Bim BH3 peptide fluorescence polarization;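 active means inhibition above the mean of all tested compounds plus 3 SD, cutoff set per campaign, cut at about 30% in these data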;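 further: 0% = DMSO wells and 100% = unlabeled Bim-BH3 peptide competitor; inhibitors lower millipolarization by displacing the labeled peptide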
# GLD-1 RNA inh: GLD-1-TGE RNA interaction inhibition (C. elegans); hit rate 0.44% among 320,000; purified GLD-1 + fluorescein TGE RNA, fluorescence polarization; inhibition, % at 5.96 µM; AID 2280; Q17339;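 active means percent inhibition above a per-plate cutoff, the plate mean of test compounds plus 3 SD, cut at about 30% in these data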;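 further: 0% = DMSO wells with GLD-1 and probe and 100% = wells lacking GLD-1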
# MEX-5 binding: C. elegans MEX-5 TCR-2 RNA binding activity. activity score (negative = inhibition of binding), % at 10 µM. Q9XUB2. MEX-5/FITC-TCR2 RNA binding, fluorescence polarization; hits give low values. hit rate 0.38% among 300,000;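 active means inhibition past about -25% in most replicates, and total fluorescence under double the plate's negative control median, limit read from the data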;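 further: 0% = DMSO and -100% = 5 µM competing unlabeled TCR2 RNA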
# PAD4 FP inh: blocks human protein arginine deiminase 4; Q9UM07; recombinant PAD4, RCA probe fluorescence polarization; inhibition, % at 6.36 µM; hit rate 0.41% among 330,000; AID 485272;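 active means percent inhibition above a cutoff equal to the mean of all tested compounds plus 3 SD, cut at about 15% in these data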;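 further: 0% = PAD4 with RCA probe and DMSO and 100% = probe without PAD4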
# Target sequence (Q9UM07 whole entry, looked up): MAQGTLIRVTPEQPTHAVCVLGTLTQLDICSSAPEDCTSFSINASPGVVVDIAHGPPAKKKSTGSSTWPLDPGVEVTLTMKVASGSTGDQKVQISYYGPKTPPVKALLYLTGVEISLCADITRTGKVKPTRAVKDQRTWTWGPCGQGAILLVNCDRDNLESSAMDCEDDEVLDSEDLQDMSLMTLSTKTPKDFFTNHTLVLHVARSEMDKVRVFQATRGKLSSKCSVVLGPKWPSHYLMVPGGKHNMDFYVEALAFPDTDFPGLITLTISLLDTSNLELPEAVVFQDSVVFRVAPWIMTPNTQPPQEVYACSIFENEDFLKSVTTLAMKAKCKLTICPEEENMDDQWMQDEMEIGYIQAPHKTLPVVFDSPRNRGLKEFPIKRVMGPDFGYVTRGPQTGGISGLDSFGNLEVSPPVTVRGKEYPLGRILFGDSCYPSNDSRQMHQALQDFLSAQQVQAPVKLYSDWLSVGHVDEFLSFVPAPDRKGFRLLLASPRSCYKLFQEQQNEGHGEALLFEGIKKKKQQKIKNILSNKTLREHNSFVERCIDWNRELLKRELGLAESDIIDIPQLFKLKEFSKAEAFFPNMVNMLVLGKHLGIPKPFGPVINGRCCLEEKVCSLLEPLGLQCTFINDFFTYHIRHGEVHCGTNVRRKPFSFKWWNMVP
# GSTO1 counter: counter-screen for RBBP9 inhibitors: inhibitors of human GSTO1; recombinant GSTO1, activity-based probe fluorescence polarization; hit rate 1.1% among 300,000; P78417; inhibition, % at 5.96 µM;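 active means inhibition above the campaign mean inhibition plus 3 SD, cut at about 35% in these data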;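 further: 0% = GSTO1-1 with DMSO and 100% = wells lacking GSTO1-1 enzyme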
# MCL1-BIM inh: disrupts human MCL1 binding to BIM-BH3 peptide. Q07820. AID 2057. hit rate 0.68% among 320,000. GST-MCL1 / FITC-Bim-BH3 fluorescence polarization. inhibition, % at 10.9 µM;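 active means inhibition above the mean inhibition of all tested compounds plus 3 SD, set per campaign, cut at about 40% in these data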;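 further: 0% = DMSO wells and 100% = unlabeled Bim-BH3 peptide control; higher means more loss of mP so more displacement of Bim peptide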
# Target sequence (Q07820 whole entry, looked up): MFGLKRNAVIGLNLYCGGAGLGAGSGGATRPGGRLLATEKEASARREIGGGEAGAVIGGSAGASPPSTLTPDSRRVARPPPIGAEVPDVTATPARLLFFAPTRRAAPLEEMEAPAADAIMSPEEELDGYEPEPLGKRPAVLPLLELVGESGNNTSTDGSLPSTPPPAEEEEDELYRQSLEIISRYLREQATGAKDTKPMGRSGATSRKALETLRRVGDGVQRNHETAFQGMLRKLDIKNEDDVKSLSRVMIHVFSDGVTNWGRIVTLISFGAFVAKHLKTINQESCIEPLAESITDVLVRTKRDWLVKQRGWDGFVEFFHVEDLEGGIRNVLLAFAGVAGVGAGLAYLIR
# The depositor's hits bear a star; / = not tested or not shown. A portion of the library (hit frequency here may not be typical).
entry	SMILES	GLD-1 RNA inh	MEX-5 binding	MCL1-BIM inh	BCLXL inh	PME-1 primary
1	Cn1cccc1-c1nc2ccc(NC(=O)c3ccc([N+](=O)[O-])cc3)cc2[nH]1	12	-1.0	5	8	9
2	Cc1ccc(CC(=O)Nc2ccccc2-c2ccccc2)cc1C	4	1.8	1	-4	-1
3	O=C(NCc1ccco1)C(=O)NCC(c1ccco1)N1CCOCC1 (stereo not drawn)	1	0.0	3	0	-2
4	Cc1ccccc1CNC(=O)c1ccccc1N(C)S(=O)(=O)c1ccccc1	-5	-0.2	1	2	-1
5	COc1cccc(/C(O)=C2\C(=O)C(=O)N(c3ccccn3)C2c2ccccc2OC)c1 (stereo not drawn)	-2	/	5	4	-3
6	Cc1cc(/C=N/NC(=O)c2ccccn2)c(C)n1-c1cccc([N+](=O)[O-])c1	-3	2.3	-6	-8	-1
7	CC(=O)c1cc(C#N)c(NCc2cc(-c3ccccc3)no2)nc1C	-1	2.0	6	3	-1
8	COc1ccccc1NC(=O)/C=C1\NC(=O)CS1	10	-0.4	4	2	-2
9	CS(=O)(=O)N(CC(=O)Nc1cccnc1)c1ccc2c(c1)OCCO2	3	-0.9	1	6	0
10	CC(C)(C)c1ccc(C(=O)NCC(=O)OCC(=O)NC(=O)NC2CCCC2)cc1	11	/	-13	2	-5
11	O=C(NCCc1ccccc1)c1ccccc1C(=O)NCCc1ccccc1	2	2.0	5	1	7
12	CCOC(=O)c1ccc(N2CSC3=C(C#N)C(c4ccc(OC)cc4OC)CC(=O)N3C2)cc1 (stereo not drawn)	6	-0.9	-31	-37	2
13	COc1cc2ccccc2cc1C(=O)Nc1nnc(-c2ccncc2)o1	3	-2.9	5	2	3
14	Cc1ccccc1CSCC(=O)c1c(N)n(C)c(=O)n(C)c1=O	3	-3.8	0	5	-9
15	COc1ccc(CCNC(=O)CCCCCNC(=O)N2CCn3c2nc2ccccc23)cc1OC	5	1.8	-5	1	5

entry	PAD4 FP inh	TPT1 inhibitor	Fam108B inh	GSTO1 counter
1	-3	0	0	5
2	0	2	2	2
3	-1	-1	-4	-4
4	3	1	-1	5
5	0	-6	2	-3
6	-2	-2	-6	-12
7	-2	-2	1	2
8	-4	-1	5	21
9	-3	0	-4	0
10	-3	/	/	/
11	2	-1	-1	1
12	3	3	2	5
13	0	0	-1	-110
14	0	-4	1	2
15	-2	-2	2	2

# Rewritten with bars between the fields: entries from further up.
no. | SMILES | GLD-1 RNA inh | MEX-5 binding | MCL1-BIM inh | BCLXL inh | PME-1 primary | PAD4 FP inh | TPT1 inhibitor | Fam108B inh | GSTO1 counter
10 | CC(C)(C)c1ccc(C(=O)NCC(=O)OCC(=O)NC(=O)NC2CCCC2)cc1 | 11 | / | -13 | 2 | -5 | -3 | / | / | /
11 | O=C(NCCc1ccccc1)c1ccccc1C(=O)NCCc1ccccc1 | 2 | 2.0 | 5 | 1 | 7 | 2 | -1 | -1 | 1
12 | CCOC(=O)c1ccc(N2CSC3=C(C#N)C(c4ccc(OC)cc4OC)CC(=O)N3C2)cc1 (stereo not drawn) | 6 | -0.9 | -31 | -37 | 2 | 3 | 3 | 2 | 5
13 | COc1cc2ccccc2cc1C(=O)Nc1nnc(-c2ccncc2)o1 | 3 | -2.9 | 5 | 2 | 3 | 0 | 0 | -1 | -110
14 | Cc1ccccc1CSCC(=O)c1c(N)n(C)c(=O)n(C)c1=O | 3 | -3.8 | 0 | 5 | -9 | 0 | -4 | 1 | 2

# Carrying on.
entry	SMILES	GLD-1 RNA inh	MEX-5 binding	MCL1-BIM inh	BCLXL inh	PME-1 primary
16	Nc1n[nH]c2cc(=O)n(-c3cccc(C(F)(F)F)c3)nc12	39*	-19	60*	43*	2
17	CCCCn1c(N)c(N(CCOC)C(=O)CCCc2nc3ccccc3s2)c(=O)[nH]c1=O	-3	0.6	5	4	-5
18	CCc1cccc(CC)c1NC(=S)NCC(c1cccnc1)N(C)C (stereo not drawn)	-2	2.2	19	10	1
19	COc1ccc(Cl)cc1NC(=S)N1CCC(c2ccc(C)cc2)C1 (stereo not drawn)	-1	-2.6	11	2	-6
20	CC(C)Cn1c(CN(Cc2ccccc2)Cc2ccccc2)nc2c1c(=O)n(C)c(=O)n2C	-1	/	-11	3	0
21	Cn1c(NCc2ccccc2)nc2c1c(=O)n(Cc1ccc(Br)cc1)c(=O)n2C	7	0.4	8	6	12
22	COc1ccc(S(=O)(=O)NN=C2CCCCC2)cc1	4	/	-4	4	-3
23	COc1ccc(C)cc1Nc1nc(C)nc2sc(C)cc12	1	-0.4	4	4	5
24	CC(C)N(Cc1nc(-c2ccc3c(c2)OCO3)no1)CC1CCC(=O)N1 (stereo not drawn)	3	2.0	-1	2	-4
25	COc1ccc(OC)c(Nc2nc3ccccc3n3cnnc23)c1	1	2.0	2	-3	-3
26	COC(=O)c1ccc(NCC(=O)N2CCCCCC2)cc1	-2	0.3	-1	6	-1
27	Cc1nn(CC(=O)NCc2cc3ccccc3[nH]2)c(C)c1[N+](=O)[O-]	-5	2.9	9	-1	-1
28	NC(N)=NCCCC(NC(=O)c1ccccc1)C(=O)Nc1ccc2ccccc2c1 (stereo not drawn)	-2	/	2	9	-5
29	CCOc1ccc2oc(C(=O)NCC(C)(C)CN(C)C)c(C)c2c1	4	2.7	-7	-5	-7
30	O=C(CN1C(=O)c2ccccc2S1(=O)=O)NCc1ccco1	-3	2.4	6	5	-4

entry	PAD4 FP inh	TPT1 inhibitor	Fam108B inh	GSTO1 counter
16	5	-5	-2	6
17	-3	2	-3	10
18	2	-3	3	6
19	-3	-2	-4	3
20	-3	-4	0	-3
21	2	-1	1	9
22	2	-2	-1	-6
23	1	-1	0	0
24	0	4	-5	7
25	-3	2	1	6
26	-2	-1	-3	3
27	2	2	2	10
28	-2	-2	-3	0
29	-1	1	-4	-5
30	-1	1	-2	-10

# Carrying on:
entry	SMILES	GLD-1 RNA inh	MEX-5 binding	MCL1-BIM inh	BCLXL inh	PME-1 primary
31	COc1ccc(Cn2c(-c3ccc(C)cc3)nc3c(c(=O)c4ccccc4n3C)c2=O)cc1	3	2.2	-4	0	0
32	CSc1ccccc1NC(=S)NC1CCCCC1	1	-3.2	4	2	4
33	O=C(CN1CCN(Cc2ccccc2)CC1)NCCNc1ccc([N+](=O)[O-])cn1	6	-5.8	8	4	3
34	C=CCn1c(C)cc(C(=O)CN2C(=O)c3ccccc3C2=O)c1C	-5	-3.7	0	6	-1
35	CCCCC(=O)Nc1cccc(-c2csc(-c3ccccc3)n2)c1	-2	-2.6	13	4	-34
36	COc1ccc(OCC(=O)NCCc2c[nH]c3ccccc23)cc1	-2	-1.5	-3	-2	2
37	COc1cc(CN2CC(=O)N(c3ccc(C)cc3)C2=S)cc(OC)c1OC	-2	1.0	11	7	-5
38	CCCNC(=O)c1ccccc1NC(=O)c1ccccc1SC	-2	0.3	-1	0	-3
39	CN1C(=O)NC(c2cccc(O)c2)C(C(=O)c2cccs2)C1(O)C(F)(F)F (stereo not drawn)	-3	-0.5	2	2	3
40	CN(C)CCCC(C)(O)C(C)(C)c1ccccc1 (stereo not drawn)	8	1.9	2	12	4
41	Cc1ccc(-n2c(SCC(=O)OC(C)C)nnc2-c2cnccn2)cc1	-3	-0.3	0	1	-6
42	COc1ccc2c(c1)cc(C(=O)N[C@@H](Cc1ccccc1)C(=O)N[C@@H](C)C(=O)O)n2C	1	-2.5	3	1	0
43	O=[N+]([O-])c1ccc(N2CCc3ccccc3C2)nc1	5	-0.7	0	12	-6
44	Cc1ccc(COc2ccc(S(=O)(=O)N3CCCC3)cc2C(N)=O)cc1	1	-2.1	6	5	2
45	Cc1ccc(C(O)CN2C3=NCCN3c3ccccc32)cc1 (stereo not drawn)	-1	-5.0	-2	-3	2

entry	PAD4 FP inh	TPT1 inhibitor	Fam108B inh	GSTO1 counter
31	-4	2	2	1
32	1	5	1	3
33	1	5	0	0
34	-1	-4	3	3
35	1	-2	-27	-7
36	2	-3	0	2
37	0	-3	-1	-5
38	2	2	-1	2
39	1	-2	5	2
40	-3	-1	3	1
41	-8	2	0	11
42	6	2	0	8
43	4	-5	0	3
44	1	-5	4	11
45	0	-1	-3	0

# (more compounds)
entry	SMILES	GLD-1 RNA inh	MEX-5 binding	MCL1-BIM inh	BCLXL inh	PME-1 primary
46	Fc1ccccc1CNC(=S)Nc1ccc(Cl)cc1	5	/	11	5	3
47	CCOC(=O)C1=C(C)NC2=C(C(=O)CCC2)C1c1coc2ccccc2c1=O (stereo not drawn)	6	-2.5	9	5	0
48	CN(CCc1cnn(C)c1)Cc1cn(C)nc1-c1ccccc1F	1	0.5	1	5	2
49	CC(=O)N(c1ccccc1)C1SC(=O)N(c2ccccc2)C1=O (stereo not drawn)	7	-1.3	1	1	-8
50	COc1c(C)cc(C(=O)C2CCCN(C(=O)c3ccc4[nH]ccc4c3)C2)cc1C (stereo not drawn)	4	/	6	5	11
51	FC(F)(F)c1nc2ncc(Cl)cc2[nH]1	6	-0.6	-11	-2	0
52	O=C(c1ccco1)N1CCN(Cc2c(F)cccc2Cl)CC1	9	1.6	5	5	-1
53	O=C(Nc1cc2c3c(c1)CC(=O)N3CCC2)c1c(F)cccc1F	-2	-0.3	-1	3	2
54	Cc1ccc(SCc2nnc(NC(=O)c3ccccc3)s2)cc1	11	1.0	-3	2	-5
55	CCC1CCCCN1CCCNC(=O)CCCOc1cc(=O)n(C)c2ccccc12 (stereo not drawn)	3	-0.8	9	5	1
56	CC(=O)c1ccc(-c2ccc(C(=O)NC3CCCCCC3)o2)cc1	0	1.5	-6	-2	-9
57	Cc1cnc([N+](=O)[O-])n1CCOC(=O)NC(=O)c1cccc(F)c1	-2	-0.6	-24	-12	-9
58	Cc1ccc(C(=O)NNC(=S)NC(=O)c2ccco2)cc1	4	0.1	2	0	-5
59	CC/C(=N\NS(=O)(=O)c1ccc(C)cc1)c1ccco1	3	-0.9	-4	3	4
60	COc1cccc(C(c2c(C)[nH]n(-c3ccccc3)c2=O)c2c(C)[nH]n(-c3ccccc3)c2=O)c1OC	1	0.2	17	9	2
61	Cn1c(C(=O)OC(C(=O)NC2CCCCC2)c2ccncc2)cc2sccc21 (stereo not drawn)	1	-3.8	5	7	-4
62	O=C(CCCSc1nc2ccccc2[nH]1)N1CCN(c2ccccc2)CC1	-3	3.6	-11	-9	2
63	O=[N+]([O-])c1ccc(NC(=S)NCCc2ccc(F)cc2)cc1	9	-0.3	18	12	-8

entry	PAD4 FP inh	TPT1 inhibitor	Fam108B inh	GSTO1 counter
46	-2	1	8	-2
47	4	-4	3	0
48	0	-2	2	4
49	7	-5	-5	17
50	2	0	-3	10
51	-1	4	2	-1
52	-1	-3	-2	-1
53	-4	2	2	8
54	6	-3	4	11
55	2	-2	2	-3
56	-2	1	0	-5
57	-8	-4	-2	-5
58	-6	0	-8	18
59	-4	-1	3	0
60	72*	5	3	64*
61	4	-2	6	2
62	-10	-1	-1	-7
63	-2	-2	-15	-11

# Some of the entries so far, with bars between the fields:
item | SMILES | GLD-1 RNA inh | MEX-5 binding | MCL1-BIM inh | BCLXL inh | PME-1 primary | PAD4 FP inh | TPT1 inhibitor | Fam108B inh | GSTO1 counter
23 | COc1ccc(C)cc1Nc1nc(C)nc2sc(C)cc12 | 1 | -0.4 | 4 | 4 | 5 | 1 | -1 | 0 | 0
24 | CC(C)N(Cc1nc(-c2ccc3c(c2)OCO3)no1)CC1CCC(=O)N1 (stereo not drawn) | 3 | 2.0 | -1 | 2 | -4 | 0 | 4 | -5 | 7
